ALDH1A1 block = ALDH1A1 (human) enzyme inhibition | P00352 | Purified ALDH1A1, NADH fluorescence, propionaldehyde substrate | 220,000 compounds, 7.3% hits | Potency, µM (top dose mostly 75.3 µM), for the others: top-dose activity, negative = inhibition, usual class: inhibitors | AID 1030; active = well fitted inhibition curve with a large enough effect, not every such curve was filed as active; inconclusive = small, poorly fitted or top-dose-only effect, or another doubt; inactive = no such curve, though single readings can be large or run the other way;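 note: plate controls were no enzyme wells and a reference inhibitor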
aGal spleen mod = alpha-galactosidase A (human) modulation; P06280; human spleen homogenate, 4MU-alpha-Gal fluorescence, 40 min; Potency, µM (highest dose often 80 µM), inactives show top-dose activity change, negative = inhibition, hits mostly inhibitors; 240,000 compounds, 0.008% hits; AID 2107;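 note: 0% = enzyme with vehicle and -100% = no enzyme basal signal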
Target sequence (P06280 32-429 limits assumed): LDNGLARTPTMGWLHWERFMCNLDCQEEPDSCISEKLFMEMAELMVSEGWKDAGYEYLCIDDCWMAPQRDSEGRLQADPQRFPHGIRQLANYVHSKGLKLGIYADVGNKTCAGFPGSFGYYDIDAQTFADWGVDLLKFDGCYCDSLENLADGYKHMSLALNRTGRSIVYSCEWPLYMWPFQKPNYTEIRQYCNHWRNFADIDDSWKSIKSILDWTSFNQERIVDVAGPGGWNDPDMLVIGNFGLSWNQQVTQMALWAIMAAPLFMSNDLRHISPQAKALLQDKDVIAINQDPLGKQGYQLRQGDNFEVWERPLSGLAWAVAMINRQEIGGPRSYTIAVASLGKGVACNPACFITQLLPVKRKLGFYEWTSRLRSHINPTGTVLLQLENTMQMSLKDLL
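Spleen homogenate 1 ug + cpd (titration) + 4-MU-alpha-D-galactopyranoside 1 mM; 37C 40 min; 50 mM citrate/phosphate pH 5.0, 0.01% Tween-20; stop pH 10; fluorescence 365/440; AC50 via Hill.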
NPSR antag = antagonists of human neuropeptide S receptor cAMP signaling; Q6W5P4; CHO-NPSR cells, cAMP TR-FRET, antagonist mode; Potency, µM (series often up to 38.3 µM), inactives show at the top dose activity change, negative = inhibition, usual class: inhibitors; 220,000 compounds, 1% hits; AID 1461; note: % is set by controls: 0 for no effect and ±100 for the full control effect; nearly all actives have a fitted effect of over 50% in size; many of its hits are not listed in these tables
Target sequence (Q6W5P4 whole entry, looked up): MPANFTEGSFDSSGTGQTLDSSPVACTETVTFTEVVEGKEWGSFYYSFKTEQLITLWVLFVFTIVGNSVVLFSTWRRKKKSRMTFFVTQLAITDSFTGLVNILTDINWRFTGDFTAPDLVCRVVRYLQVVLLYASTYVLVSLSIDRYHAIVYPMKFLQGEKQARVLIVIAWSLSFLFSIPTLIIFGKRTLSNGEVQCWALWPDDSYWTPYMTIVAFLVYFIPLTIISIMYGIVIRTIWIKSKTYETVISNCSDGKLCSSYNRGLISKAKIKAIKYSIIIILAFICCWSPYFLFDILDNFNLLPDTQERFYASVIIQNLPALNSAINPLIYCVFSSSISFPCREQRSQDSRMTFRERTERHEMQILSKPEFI
GAA inhib = alpha-glucosidase (human) inhibition. P10253. purified human GAA, 4-MU-alpha-glucoside fluorescence. Potency, µM (doses to about 76.9 µM), for inactives: at the top dose activity change, negative = inhibition, actives largely listed as inhibitors. 200,000 compounds, 0.005% hits. AID 1466;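 note: plate controls were uninhibited enzyme wells for no effect and no-enzyme background for full effect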
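Fluorescence at Ex 365/Em 440 nm from 4-methylumbelliferone reported enzyme activity after 20 min at room temperature. Reactions used 4 nM enzyme and 400 uM substrate at pH 5.0; curves fitted with the Hill equation.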
Epigenetic reg = epigenetic control regulation, reporter derepression; murine LDR cells, GFP reporter derepression, 30 h; Potency, µM (titrated, usually from 53.9 µM), inactives show top-dose GFP activation, actives largely listed as activators; 280,000 compounds, 0.2% hits; note: % of control where 0% means no effect; nearly all actives have a fitted effect of over 60% in size
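Murine LDR cells bearing a silenced CMV-driven GFP reporter were exposed to compound for 30 h at 37 C. After PBS washes, GFP-positive cells (20-120 um objects) counted by laser-scanning microplate cytometry.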
GAA spleen mod = inhibits or activates alpha-glucosidase in human spleen homogenate | P10253 | 240,000 compounds, 0.006% hits | Potency, µM (top dose mostly 79.9 µM), inactives show at the highest dose activity change, negative = inhibition, most hits filed as inhibitors | human spleen homogenate, 4-MU-alpha-glucoside fluorescence;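 note: 0% = enzyme with vehicle and -100% = no enzyme basal signal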
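Compounds were titrated against alpha-glucosidase in spleen homogenate at pH 5.0, with 1 mM 4-methylumbelliferyl substrate for 40 min at 37 C. Reactions were quenched with pH 10 NaOH/glycine and fluorescence measured.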
GAA glycogen mod = inhibitors or activators of human alpha-glucosidase glycogen cleavage; recombinant GAA, glycogen substrate, Amplex Red glucose oxidase fluorescence; Potency, µM (highest dose often 76.4 µM), without a hit: at the highest dose activity change, negative = inhibition, actives largely listed as inhibitors; 300,000 compounds, 0.38% hits;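 note: 0% = full enzyme reaction and -100% = no-enzyme basal signal; the screen sought inhibitors and activators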
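Recombinant enzyme (4 nM final) with compounds titrated up to 77 uM and bovine liver glycogen (30 ug) in citrate pH 5.0, 0.01% Tween-20, 37 C 40 min. Released glucose detected by Amplex Red/glucose oxidase (Ex 573/Em 610); AC50 from Hill fits.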
Tau fluor cs = counter-screen for tau fibril formation inhibitors; tau K18 P301L (four-repeat tau fragment) Alexa594 fluorescence, heparin fibrillization; Potency, µM (doses to about 57.7 µM), without a hit: at the highest dose activity change, negative = decrease; 280,000 compounds, 0.93% hits; note: % is set by controls: 0 for no effect and ±100 for the full control effect; nearly all actives have a fitted effect of over 55% in size
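Human K18 P301L tau (15 uM unlabeled plus 0.24 uM Alexa 594-labeled, final) in 100 mM sodium acetate pH 7 was mixed with compound and 20 uM heparin and incubated 6 hr at 37 C.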
Numbers without * were called inactive; u = inconclusive; x = not tested or not shown; & = joins results of further samples; [ ] = remark or other dose. Unless noted, calls come from the whole dose curve; as a rule, active = well fitted curve in the direction sought with a large enough effect; inconclusive = small, poorly fitted or top-dose-only effect, or another doubt; inactive = no such curve, though single readings can be large; an effect the other way counts as inactive or inconclusive. Potency is the fitted concentration of half-maximal effect. This is a subset. The share of hits here may be higher or lower than overall.

Values run as follows: ALDH1A1 block | aGal spleen mod | NPSR antag | GAA inhib | Epigenetic reg | GAA spleen mod | GAA glycogen mod | Tau fluor cs
CCO[C@@H]1OC(C(N)=O)=C[C@H](c2ccc3c(c2)OCO3)[C@H]1CCCO
→ 5.4% | 3.1% | -6.1% | x | -0.7% | 6.4% | 5.7% | -9.7%
O=C(CC(Nc1ccccc1)C(=O)O)c1ccccc1 (stereo unspecified)
→ 1.78µM* | 4.4% | -21.1%[46.1 µM] | -2.7% | -2.7% | -2.0% | -26.6% | -6.3%
CCCCNC(=O)C(=O)N/N=C/c1cccc(Br)c1
→ 13.7% | -2.9% | 1.2% | 7.0% | 6.5% | 0.2% | 3.0% | 4.1%
CC(OC(=O)CCCOc1ccccc1)C(=O)NC(N)=O (stereo unspecified)
→ u | 7.1% | -3.8%[46.1 µM] | 0.3% | -1.6% | 8.3% | 7.6% | -2.9%
COc1cc(C=O)c(Br)cc1OCc1ccc(C)cc1
→ u | -3.4% | -23.3%[46.1 µM] | 2.8% | -1.2% | -13.6% | 2.0% | -17.0%
CC1(OC(=O)c2cnc3ccccc3n2)C(=O)C=C2C=C(c3ccsc3)OC=C2C1=O (stereo unspecified)
→ -1.2% | 10.9% | x | x | 0.8% | 1.3% | x | -2.3%
CCOC(=O)C1=C(C)NC(=O)NC1c1ccc(F)cc1 (stereo unspecified)
→ 14.4% | -9.7% | 3.6% | 3.8% | 0.2% | -11.7% | 5.1% | -8.2%
COC(=O)c1ccc(C(=O)OC)c(NC(=O)CN2CCC(C)CC2)c1
→ u | -11.6% | -37.5% | -0.8% | 2.4% | -4.9% | 7.8% | -1.4%
O=C(O)C12CC3CC(C1)CC(n1ncc(NCc4ccco4)c(Cl)c1=O)(C3)C2
→ x | -5.3% | 13.7% | x | 0.1% | -3.1% | -0.5% | -7.1%
Cn1nc(C2CC2)cc1NC(=O)CC(CC(=O)O)c1ccccc1 (stereo unspecified)
→ 11.2% | 2.0% | -14.5% | 2.0% | 0.0% | -3.9% | 3.1% | -5.0%
CCOC(=O)Nc1n[nH]c(NC(=O)OCC)c1[N+](=O)[O-]
→ 0.9% | 3.4% | 7.7% | -6.7% | 2.6% | x | 3.2% | -2.3%
Cc1ccccc1NC(=S)NC(=O)c1cc(-c2ccccc2)nc2ccccc12
→ u | -11.8% | -25.9%[46.1 µM] | -4.1% | -1.2% | -1.9% | -3.3% | -11.8%
COc1cccc(CNC(=O)CN(C)S(=O)(=O)c2cnc[nH]2)c1
→ 1.0% | -8.8% | 6.2%[46.1 µM] | -4.7% | 2.2% | -0.8% | -11.1% | -5.8%
CCCC(=O)Nc1cccc(NC(=O)c2ccc3c(c2)OCCO3)c1
→ -5.3% | 1.6% | -7.2%[46.1 µM] | -4.6% | -1.0% | 3.2% | -3.1% | -16.4%
CCC(C(=O)OCC(=O)Nc1c(Cl)cc(Cl)cc1Cl)c1ccccc1 (stereo unspecified)
→ -8.3% | -5.0% | 1.9% | -5.3% | 0.0% | -5.3% | 10.5% | -13.8%
Cc1nn(-c2ccccc2)c(N2CCCC2)c1/C=N/n1cnc2scc(-c3ccccc3)c2c1=O
→ 3.2% | -2.6% | -26.7%[46.1 µM] | 3.7% | 0.0% | -2.2% | -3.8% | -2.4%
CCCCn1c(SCC(=O)NCCc2ccc(OC)c(OC)c2)nc2c1c(=O)n(C)c(=O)n2C
→ -12.7% | 6.2% | -19.6%[46.1 µM] | -5.1% | -1.6% | -2.2% | 4.8% | -6.0%
Cc1ccc(C(=O)Nc2ccc(C(=O)O)cc2)cc1S(=O)(=O)NCc1ccccc1
→ 2.7% | 9.1% | 10.7% | 1.4% | -0.8% | 3.3% | 5.6% | -9.7%
Cc1nc(-c2ccc3c(c2)OCCCO3)cs1
→ 25.1µM* | -0.8% | -5.1% | 6.9% | 2.1% | -4.7% | -2.1% | -8.3%
Cc1ccsc1S(=O)(=O)N1CCCC(CCC(=O)NCc2ccccc2F)C1 (stereo unspecified)
→ 0.1% | 7.9% | 16.8% | -5.7% | -5.7% | -12.0% | -8.1% | -14.2%
COc1ccc2nc(SCC(=O)/C(C#N)=C(\C)N)[nH]c2c1
→ 10.3% | 5.8% | -9.5%[46.1 µM] | -4.3% | 0.0% | 6.7% | -2.0% | -11.3%
Fc1ccc(OCCOCCNCC2CCCO2)cc1 (stereo unspecified)
→ -8.4% | -5.8% | -2.3%[46.1 µM] | 2.0% | 0.0% | -7.2% | -1.1% | -4.1%
COc1ccc(S(=O)(=O)NC(N)=NCCc2ccc(OC)c(OC)c2)cc1C
→ u | 6.0% | 30.9% | 6.0% | -2.1% | 7.5% | 8.2% | -1.0%
CN1N=C(C(=O)N2CCCC(C(=O)c3cccc(C(F)(F)F)c3)C2)CCC1=O (stereo unspecified)
→ 10.3% | 3.3% | -0.4% | x | 0.0% | 4.1% | 4.5% | 13.1%
CCCN1C(=O)/C(=C/c2ccc(N3CCCC3)c(C)c2)NC1=S
→ 0.224µM* | u | u | u | 1µM* | -3.6% | u | 8.91µM*[quencher]
O=C(c1ccco1)N(c1ccccn1)c1ccccn1
→ 9.2% | -7.7% | u | -1.7% | -0.1% | 2.2% | 6.5% | -6.9%
O/N=C/c1cn(-c2ccccc2)nc1-c1ccc2c(c1)OCCO2
→ -0.5% | -2.2% | -16.1%[46.1 µM] | -0.8% | -1.2% | -3.6% | -5.2% | u
Fc1ccc(C(c2nnnn2C2CCCC2)N2CCc3ccccc32)cc1 (stereo unspecified)
→ 4.8% | 14.6% | u | 6.3% | 0.0% | -8.1% | -15.5% | u
Cc1cc(Cl)cc2c1NC(=O)[C@]21[C@@H]2C(=O)N(Cc3ccccc3)C(=O)[C@@H]2[C@@H]2CCCN21
→ u | -13.8%&2.7% | -29.8%[46.1 µM] | u | 0.0%&1.1% | -10.2%&-2.0% | -1.9%&-4.2% | -28.3%&-20.9%
Cc1ccc(CCCOC(=O)C[N+]2(C)CCOCC2)cc1
→ -12.9% | 5.3% | -7.1%[46.1 µM] | 4.9% | -1.5% | -2.0% | 9.8% | -3.2%
C=C(C)CNC(=S)N/N=C/c1ccc([N+](=O)[O-])cc1
→ 1.6% | 3.0% | -13.4% | -3.8% | 0.9% | -0.3% | -15.5% | -13.4%
CC1=NN(c2ccc([N+](=O)[O-])cc2)C(c2ccccc2)C1 (stereo unspecified)
→ u | 3.9% | -18.8% | -2.0% | 2.8% | -10.2% | -4.9% | u
Cc1nn(-c2ccccc2)cc1C(c1c(N)[nH]c(=S)[nH]c1=O)c1c(N)[nH]c(=S)[nH]c1=O
→ 1.9% | 5.2% | 5.8% | 7.2% | -5.8% | -1.3% | -9.6% | u
O=C(COC(=O)C1CCCO1)Nc1cccc(C(F)(F)F)c1 (stereo unspecified)
→ 1.4% | -0.3% | -6.2%[46.1 µM] | 2.7% | 3.8% | -3.4% | -6.2% | -0.8%
Cc1cc(N=Nc2ccc(C)c(N=Nc3cc(C)c(N)cc3N)c2)c(N)cc1N
→ x | 9.0% | -42.6% | x | 3.2% | 1.8% | -2.2% | 15.8µM*[quencher]
CC1CN(c2ccc(Cl)nn2)CC(C)O1 (stereo unspecified)
→ 5.5% | -11.7% | 22.8% | 5.1% | -6.2% | -3.3% | 7.1% | 3.9%
Cc1ccc(S(=O)(=O)c2nc(NN(C)C)sc2Cl)cc1
→ 3.0% | -0.8% | -6.2% | -3.0% | -3.7% | 0.5% | u | -4.5%
CC(C)C[C@@H](CSc1ccc(Br)cc1)N1CCN(C)CCC1=O
→ x | -3.7% | 10.8% | x | -3.6% | -3.3% | 11.7% | 1.1%
Cc1c(C2C(C#N)=C(N)N(c3ccccc3C#N)C3=C2C(=O)CCC3)cnn1C (stereo unspecified)
→ 2.8% | -4.5% | 7.7% | 3.9% | -0.9% | -1.8% | -2.4% | -1.2%
CCC(CO)n1c(=S)[nH]c2cc(OC)c(OC)cc2c1=O (stereo unspecified)
→ u | 8.9% | 9.3% | -3.7% | 1.1% | 0.5% | 2.9% | 1.6%
N#C/C(=N\Nc1ccc(F)cc1)C(=O)C1CC1
→ x | 5.7% | -4.9% | x | 1.1% | 0.0% | x | -5.0%
CC(=O)Oc1cccc(/C=C2\Sc3ccccc3C2=O)c1
→ -2.9% | -5.9% | 44.4% | -1.0%[15.4 µM] | -0.8% | -10.7% | 0.7% | u
O=C1c2c(O)cc(O)cc2OC(c2ccc(O)c(O)c2)C1O (stereo unspecified)
→ -6.5%&-10.7% | -13.4%&3.3% | -6.8%[46.1 µM] | x | 0.0%&-2.5% | 11.2%&-4.1% | x | -2.0%&-18.6%
CCOC(=O)c1cccc(NC(=O)Cn2c(CC(=O)NC)nc3ccccc32)c1
→ 10.1% | 7.2% | 0.3%[46.1 µM] | -0.7% | 0.9% | 3.3% | -8.1% | -14.7%
Cc1occc1-c1nnc(SCC(=O)Nc2nccs2)n1CCc1ccccc1
→ -3.4% | 4.4% | -20.1%[46.1 µM] | u | -1.0% | 6.6% | 3.6% | 6.9%
O=C(CSc1nnc(NC(=O)c2ccco2)s1)NC1CCCCC1
→ 1.6% | -3.0% | -14.7%[46.1 µM] | -4.4% | 1.0% | 0.0% | -2.7% | 0.3%
Cc1cc(=O)oc2cc(OCC(=O)N3CCCc4ccccc43)ccc12
→ 22.4µM* | 6.6% | -14.0%[46.1 µM] | -5.4% | -1.0% | -0.6% | 3.8% | -10.6%
CCOC(Cn1ccc(=O)[nH]c1=O)OCC
→ x | 14.8% | 9.1% | x | -1.7% | 9.1% | 0.3% | 0.3%
CCOC(=O)C(=Nc1ccccc1)NO
→ 20.8% | 1.6% | 6.8% | 0.7% | -0.4% | 8.0% | -1.4% | 3.7%
N#CC1=C(N)Oc2nc[nH]c(=O)c2C1c1cccs1 (stereo unspecified)
→ 0.1% | -4.3% | 3.1% | -5.8% | -1.6% | -2.4% | 10.6% | -2.3%
O=C(N/N=C\c1cc([N+](=O)[O-])ccc1N1CCOCC1)c1ccccn1
→ 1.9% | 2.8% | -12.3% | -25.7%[15.4 µM] | 1.1% | 5.2% | -9.1% | -15.6%
CCC(=O)c1cc2c(C)cc(=O)oc2c(C)c1OC(=O)C(C)C
→ -15.9% | 8.2% | 15.3% | u | -0.9% | -2.2% | -3.7% | -8.3%
c1ccc(CCn2c3ccccc3c3nnc(SCc4ccc5nonc5c4)nc32)cc1
→ u | 4.6% | -24.2%[46.1 µM] | -3.6% | 0.7% | 1.0% | 4.6% | -24.3%
